# HCV inhibitor = inhibitors of hepatitis C virus infection. Huh7.5.1 HCVcc-Cre infection, luciferase reporter, 44 h. Potency, µM (top dose mostly 41.8 µM), inactives show at the highest dose activity change, negative = inhibition, usual class: inhibitors. 340,000 compounds, 3.4% hits
#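 HCVcc-Cre virus at an moi near 0.5 was added right after compound to cells cultured 4 h from seeding (1,000 cells/well). Luciferase activity was determined 44 h later, 15 min after substrate addition at RT.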
# Pf growth 48h = inhibits P. falciparum growth in the first generation, 48 h. P. falciparum luciferase growth in erythrocytes, 48 h. Potency, µM (top dose mostly 28.7 µM), for inactives: at the top dose activity change, negative = inhibition, actives largely listed as inhibitors. 310,000 compounds, 5.9% hits. AID 504832
#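 Compounds are pin-transferred into medium, infected erythrocytes (2% hematocrit, 0.1% parasitemia final) are added, and plates sit one parasite generation at 37 C in 5% CO2. Detection reagent is then added and luminescence measured.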
# TbPYK inhibitor = inhibitors of Trypanosoma brucei pyruvate kinase | Q57TT1 | TbPYK enzyme, Kinase-Glo Plus ATP luminescence, 45 min | Potency, µM (titrated, usually from 76.8 µM), for inactives: at the highest dose activity, negative = inhibition, usual class: inhibitors | 410,000 compounds, 0.12% hits | AID 624173; note: nearly all actives have a fitted effect of over 50% in size
#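 ADP (130 uM final) triggers the TbPYK reaction after compound addition; incubation is 45 min at room temperature. Kinase-Glo Plus is then added and luminescence imaged. Normalized data are fitted to concentration-effect curves.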
# LmPK inh = inhibitors of Leishmania mexicana pyruvate kinase | Q27686 | purified LmPK, Kinase-Glo ATP luminescence, 1 h | Potency, µM (series often up to 57.5 µM), without a hit: at the highest dose activity change, negative = inhibition, usual class: inhibitors | 290,000 compounds, 0.37% hits
# Target sequence (Q27686 whole entry, looked up): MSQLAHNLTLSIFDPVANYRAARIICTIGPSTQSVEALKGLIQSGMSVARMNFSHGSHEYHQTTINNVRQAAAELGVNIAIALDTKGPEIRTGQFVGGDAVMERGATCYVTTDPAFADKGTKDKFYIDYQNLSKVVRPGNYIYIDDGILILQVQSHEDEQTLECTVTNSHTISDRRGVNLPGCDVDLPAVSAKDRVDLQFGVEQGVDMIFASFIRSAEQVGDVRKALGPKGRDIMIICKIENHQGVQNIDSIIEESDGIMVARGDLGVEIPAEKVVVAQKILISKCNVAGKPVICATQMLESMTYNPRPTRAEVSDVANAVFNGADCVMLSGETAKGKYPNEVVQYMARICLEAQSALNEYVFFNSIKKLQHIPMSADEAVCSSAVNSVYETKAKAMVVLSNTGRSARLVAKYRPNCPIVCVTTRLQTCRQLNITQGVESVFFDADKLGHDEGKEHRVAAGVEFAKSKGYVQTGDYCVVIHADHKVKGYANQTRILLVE
#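 Pyruvate kinase activity monitored as ATP production (luciferase luminescence). Conditions: 0.1 nM enzyme, 0.5 mM PEP, 0.1 mM ADP, 1 h, RT; normalized against uninhibited and no-enzyme wells.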
# Pf growth 96h = P. falciparum growth inhibition at 96 hour, primary screen for plastid delayed-death inhibitors | Potency, µM (titrated, usually from 28.7 µM), for the others: top-dose activity change, negative = inhibition, hits mostly inhibitors | 320,000 compounds, 6.9% hits | P. falciparum luciferase reporter growth, 96 h
#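 Luminescence readout: decreased luciferase signal marks inhibited growth of reporter-expressing P. falciparum in infected red cells (2% hematocrit, 0.05% parasitemia final), exposed to compound two generations (96 h, 37 C, 5% CO2).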
# Sm TGR block = inhibitors of Schistosoma mansoni thioredoxin glutathione reductase; Q962Y6; purified TGR, DTNB reduction, TNB absorbance 405 nm; Potency, µM (highest dose often 114 µM), for inactives: top-dose activity change, negative = inhibition, hits mostly inhibitors; 360,000 compounds, 3% hits; AID 485364; note: nearly all actives have a fitted effect of over 60% in size
#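 Kinetic colorimetric format: TGR-catalysed, NADPH-driven DTNB reduction monitored via TNB absorbance. Enzyme dispensed at 20 nM; compound exposure 15 min at room temperature before reaction start.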
# * = called active by the depositor; ? = inconclusive; . = no result given; & = joins results of further samples; [ ] = remark or other dose. Calls come from the whole dose curve; as a rule, active = well fitted curve in the direction sought with a large enough effect; inconclusive = small, poorly fitted or top-dose-only effect, or another doubt; inactive = no such curve, though single readings can be large; an effect the other way counts as inactive or inconclusive. % is set by controls: 0 for no effect and ±100 for the full control effect; potency is the fitted concentration of half-maximal effect.
mol | HCV inhibitor | Pf growth 48h | TbPYK inhibitor | LmPK inh | Pf growth 96h | Sm TGR block
COc1ccc(/C=C(/NC(=O)c2ccc(OC)c(OC)c2)C(=O)NCCCn2ccnc2)cc1 | 14% | -1% | -5% | -1% | 14% | -1%
COc1ccc2c(c1)N(C(=O)CSc1n[nH]c(C)n1)C(C)(C)C=C2C | -19% | 7% | -9% | 0% | . | -6%
CCCCC1CCC(C(=O)N(CC(C)C)c2c(N)n(CCCC)c(=O)[nH]c2=O)CC1 (stereo not given) | ? | 91%[activator] | -1% | . | ? | 0%
CCC(C)[C@H](N)c1cn([C@@H](CCCCN)C(=O)N2CCNCC2)nn1 (stereo not given in full) | 1% | 43%[activator] | 0% | -5% | 60%[activator] | 3%
CCOC(=O)c1c(C2COc3ccccc3O2)csc1NC(=O)c1ccco1 (stereo not given) | -17% | ? | -28% | 1% | . | 0%
O=c1ccc(-c2ccc(S(=O)(=O)N3CCN(c4cccc(Cl)c4)CC3)o2)n[nH]1 | 29% | 6% | 3% | -10% | ? | -19%
O=C(Nc1cc(S(=O)(=O)N2CCOCC2)ccc1Cl)C1CCC1 | ? | -4% | -3% | . | 34%[activator] | -8%
NP(=O)(Oc1ccc(Cl)cc1)Oc1ccc(Cl)cc1 | 1% | -13% | -4% | 8% | 0% | -2%
COc1ccc(CNc2nc3c(c(C(F)(F)F)n2)CCCCC3)cc1 | -29% | -22% | . | 0% | 1% | 5%
CSCC[C@H](NC(=O)COc1cc2c(c3oc(=O)c(C)c(C)c13)CCC(C)(C)O2)C(=O)O | 3% | -9% | -9% | 0% | -1% | 0%
CCn1c(=O)c2cc(C(=O)Nc3ccc(OC)cc3OC)sc2c2ccccc21 | -8% | ? | 3% | 1% | -20% | 1%
O=C1CC(c2cccs2)CC(O)=C1C=NCCN1CCNCC1 (stereo not given) | 29% | 4% | -3% | -6% | 0% | ?
CCOc1cc(/C=N/N=C2/NC(=O)C(CC(=O)O)S2)ccc1OCc1ccccc1Cl (stereo not given) | 2% | ? | -16% | 22µM* | 2% | -13%
CCN1CCN(c2ccc(S(=O)(=O)N3CCOCC3)cc2NC(=O)c2ccc(C)cc2C)CC1 | -2% | ? | -5% | . | ? | -17%
Cc1cscc1NC(=O)/C=C/C(=O)O | -9% | 1% | -15% | 2% | ? | -1%
Oc1ccc(C2=NN(c3ccccc3)C(c3ccc(F)cc3)C2)cc1 (stereo not given) | 10µM* | 9.3µM* | -1% | 0% | ? | 10%
COc1cc(OC)cc(C(=O)N2CCC(N3CCN(c4ccccc4OC)CC3)CC2)c1 | 15% | -20% | 26% | -6% | 27% | -1%
Cc1nc(N2CCOCC2)c2cc(-c3ccccc3)sc2n1 | ? | . | 8% | 0% | ? | 120%[activator][11.4 µM]
CCCc1nnc(NC(=O)CC(=O)Nc2ccccc2C(=O)O)s1 | -3% | 13% | 4% | -10% | . | 17%
CCOC(=O)c1cn2nc(Oc3ccc(NC(C)=O)cc3)ccc2n1 | -24% | 1% | 9% | -2% | 14% | 9%
CC(C)CC(C(=O)NC(C)(C)C)N(Cc1ccccc1Cl)C(=O)c1snc(C(N)=O)c1N (stereo not given) | 20% | ? | 2% | -5% | ? | -3%
O=C(CS(=O)(=O)c1ccccc1)N1CCCCCC1 | -5% | 38%[activator] | 1% | -7% | 27% | -19%
CCCN1CCOC(CC(=O)Nc2ccc([N+](=O)[O-])cc2)C1=O (stereo not given) | 19% | -11% | 5% | 0% | 61%[activator] | 28µM*
C=CCOn1c(=O)c(-c2ccc(Br)cc2)[n+]([O-])c2ccccc21 | 4% | ? | -3% | -1% | -5% | 2%
COc1cc(OC)c(C(=O)NCc2ccco2)cc1OC | 0% | -52% | -12% | -6% | -16% | ?

# Just HCV inhibitor and LmPK inh, for some of the entries so far:
smiles	HCV inhibitor	LmPK inh
COc1ccc(CNc2nc3c(c(C(F)(F)F)n2)CCCCC3)cc1	-29%	0%
CSCC[C@H](NC(=O)COc1cc2c(c3oc(=O)c(C)c(C)c13)CCC(C)(C)O2)C(=O)O	3%	0%
CCn1c(=O)c2cc(C(=O)Nc3ccc(OC)cc3OC)sc2c2ccccc21	-8%	1%
O=C1CC(c2cccs2)CC(O)=C1C=NCCN1CCNCC1 (stereo not given)	29%	-6%

# The listing continues:
mol | HCV inhibitor | Pf growth 48h | TbPYK inhibitor | LmPK inh | Pf growth 96h | Sm TGR block
Cc1ccc(Sc2ncnc(N)c2[N+](=O)[O-])cc1 | -1% | ? | -4% | -2% | 0% | -13%
CC(=O)c1cn(CCC(C)C)c(=O)[nH]c1=O | -10% | -9% | 0% | 1% | 2% | -1%
Cc1cc(Cl)c2oc(C(=O)NCCC3CCCCO3)c(C)c2c1 (stereo not given) | 25µM* | 59%[activator] | -6% | -8% | -20% | -19%
CCc1nnc(NC(=O)c2sc3nc4cc(C)ccc4cc3c2N)s1 | ? | 4% | -6% | -2% | -1% | -1%
CCN(CC(=O)Nc1ccccc1C(F)(F)F)C(=O)c1cc(-c2ccccc2)nn1-c1ccccc1 | -5% | ? | 2% | . | -1% | -3%
CC(=O)Nc1sc(NC(=O)c2ccco2)nc1-c1cccs1 | -1% | 13% | -7% | -1% | 25% | 3%
Cc1ccc(-n2ncc3c2CCCC3NC(=O)CCc2cnccn2)cc1C (stereo not given) | . | 7% | -3% | 1% | 65%[activator] | -21%
CCOC(=O)c1nnn(-c2nonc2N)c1CNc1ccccc1 | 4% | -24% | -6% | 6% | 42%[activator] | 5%
CCOC(=O)c1c(C)nc2cc(C)cc(C)n12 | 7% | 23% | 4% | -3% | 12% | -6%
CN(Cc1c(C(=O)N/N=C/c2cccc(O)c2)nnn1-c1nonc1N)c1ccccc1 | 3% | 11% | 2% | 8% | 53%[activator] | -12%
O=c1[nH]c(=S)n(-c2cccc(Cl)c2)c(O)c1C=NCCN1CCNCC1 | 2% | 14% | 16% | 6% | 16% | ?
Cc1cccc(/C(N)=N/OC(=O)CCCN2C(=O)c3ccccc3C2=O)c1 | 6% | 7% | -1% | -3% | 16% | 7%
CCc1ccc(C(=O)CSc2nnc(C3CC3)n2C2CC2)cc1 | -23% | 46%[activator] | -8% | . | 28% | -26%
Cc1ccc(-c2csc(NC(=O)CN3CCOCC3)n2)cc1C | ? | -10% | 1% | -2% | -20% | 17%
C=CCn1cnc2c(c1=O)c1nc3ccccc3nc1n2/N=C/c1cc(OC)c(OC)c(OC)c1 | ? | 3.7µM* | -2% | 1% | 5.9µM* | 0%
COCC1CCN(C(=O)C2CCC(=O)N(Cc3cccc(C(F)(F)F)c3)C2)CC1 (stereo not given) | -6% | ? | 2% | -9% | ? | 6%
Cc1cc(C)c(S(=O)(=O)N2CCOC2CNC(=O)C(=O)NCCN2CCOCC2)c(C)c1 (stereo not given) | 37%[activator] | ? | 3% | -6% | 15% | 9%
O=C(CSc1n[nH]c(-c2ccccc2)n1)Nc1ccc(N2CCOCC2)cc1 | 1% | -18% | 4% | -2% | -10% | -20%
O=C(Nc1ccncc1)c1ccccc1-c1ccccc1 | 7% | ? | -5% | -1% | -33%[1.15 µM] | -4%
O=C(Nn1cnnc1)c1cc(Cl)cc(Cl)c1 | 8% | -7% | -1% | 0% | -6% | -17%
Cc1ccc(/C=N/NC(=O)c2cc(-c3ccc(C)o3)[nH]n2)cc1 | ? | 14% | -2% | -4% | 7% | -1%
O=C(Nc1ccc(Cl)c(Cl)c1)N(CCCN1CCOCC1)Cc1cccnc1 | -2% | -11% | 8% | -2% | ? | 3%
CCn1c(COc2cccc(C)c2)nnc1SCC(=O)Nc1cccc(C(=O)O)c1 | 14% | 18% | -17% | 1% | . | 0%
O=C(NCCN1CCOCC1)C1CC(=O)N(c2ccc(F)c(Cl)c2)C1 (stereo not given) | 6% | 1% | -4% | 1% | ? | -13%
Cc1csc(SCC(=O)Nc2nccs2)n1 | ? | -2% | -18% | . | -2% | -2%

# Following part.
# Order of values – HCV inhibitor, Pf growth 48h, TbPYK inhibitor, LmPK inh, Pf growth 96h, Sm TGR block
COc1ccc(NC(=O)N2CCCc3cc(C)ccc32)c(OC)c1
  -5%, -15%, 10%, 1%, ?, 4%
COc1ccc2c(c1)C(=O)N1[C@H]3c4cc(OC)ccc4OC[C@@H]3[C@H](c3ccccc3)[C@]1(C)C(=O)N2
  ?, 13µM*, -2%, ., ?, -1%
O=C(COc1ccccc1)Nc1nnc(-c2ccccc2)o1
  0%, ., -10%, -2%, -9%, 0%
COC(=O)c1ccc(OC(=O)CCN2C(=O)C3CCCCC3C2=O)cc1 (stereo not given)
  -4%, 29%, 9%, 0%, ?, -2%
O=C(NCCc1ccccc1)C(=O)NCC1CCCN1S(=O)(=O)c1ccccc1 (stereo not given)
  ?, -9%, 8%, ., -2%, -1%
C=CCn1nnnc1SCC(=O)Nc1cccc(C(F)(F)F)c1
  9%, 23%, -3%, -3%, -7%, -18%
COc1cc(CN2CC(C)CC(C)C2)cc([N+](=O)[O-])c1O (stereo not given)
  1%, 6%, 16%, -3%, 0%, 1%
CCOc1ccc(N(CC(=O)N2CCN(c3ccccc3)CC2)S(=O)(=O)c2c(C)noc2C)cc1
  -11%, ., -6%, 10%, ?, -25%
Cc1c(C(=O)Nc2ccc3c(c2)OCCO3)sc2nc(-c3ccccc3)cn12
  2.5µM*, ?, 0%, 3%, ?, -1%
Cc1cc(C)c(S(=O)(=O)Cc2ccccc2)c(OC(C)C)n1
  -7%, ?, -5%, -1%, 10µM*, -1%
Cn1nc(C(=O)N2CCN(c3ccc([N+](=O)[O-])cc3)CC2)c2c1-c1ccccc1S(=O)(=O)C2
  3%, 11%, 0%, 3%, 10%, 2%
CN(C)c1cccc(C(=O)N(C)C2CCCN(Cc3ccccc3F)C2)c1 (stereo not given)
  -17%, ?, -1%, -1%, 4.1µM*, -23%
O=C(NCC1COc2ccccc2O1)c1ccc(Cl)cc1 (stereo not given)
  11%, 161%[activator], -15%, -1%, -13%, -18%
CCOc1ccc(CCNC(=O)Nc2ccccc2)cc1OCC
  -30%, ?, 8%, 1%, 5%, 4%
Cc1ccc(S(=O)(=O)NCc2ccc(C(=O)NCCc3ccc(S(N)(=O)=O)cc3)cc2)cc1
  -5%, -19%, 0%, 8%, 2%, -3%
Cc1cccc2sc(N(CCCN(C)C)C(=O)CCS(=O)(=O)c3ccccc3)nc12
  8%, 22%, -9%, -8%, 6%, 10µM*
Cc1nc2ccn(Cc3ccccc3)c(=O)c2cc1C(=O)N1CCN(c2ccc(F)cc2)CC1
  ?, -17%, 3%&-9%, 1%, 4%, -19%&0%
CCC1CCCCN1CCCNC(=O)c1cn(C)c2ccc(S(=O)(=O)N(C)C3CCCCC3)cc2c1=O (stereo not given)
  11%, ?, -4%&-1%, 4%, ?, -21%&0%
CC(=O)Nc1ccc(S(=O)(=O)Oc2ccc(/C=C3\SC(N)=NC3=O)cc2)cc1
  -7%, ?, 4%, -1%, -2%, 0%
CCOc1ccc(N(C(=O)c2ccc3c(c2)OCO3)C2C=CS(=O)(=O)C2)cc1 (stereo not given)
  0%, -9%, -2%, 0%, -25%, -12%
N=c1c(S(=O)(=O)c2ccc(Cl)cc2)cc2c(=O)n3ccccc3nc2n1Cc1ccco1
  ?, ?, 0%, -2%, 42%, ?
CCn1cc(C(=O)N[C@@H](CCSC)C(=O)NCCO)c(=O)c2cc3c(cc21)OCO3
  14%, 8.3µM*, -1%, -5%, 6.6µM*, 9%
